# C2C12 statin: suppressors of simvastatin-induced myotoxicity in C2C12 myotubes; ATP luminescence, 48 h; scaled: DMSO 0, geranylgeraniol control 100; rescue of ATP level, % at 7.49 µM; 0.78% of 330,000 active;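 active = mean ATP rescue above about 67%, or every replicate alone reaching that limit, limit read from the data, passing the limit was not always enough; inconclusive = no clear call, values can overlap the other calls; inactive = mean under the limit and some replicate under it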;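 also: myotubes were challenged with 10 µM simvastatin during compound exposure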
# DENV2 CPE: inhibitors of DENV2 cytopathic effect; DENV2-infected cells, cytopathic effect rescue, plate reader; CPE inhibition, % at 9.99 µM; 1.7% of 350,000 active; AID 651640; in the data active = CPE inhibition above about 20%, passing the limit was not always enough; inconclusive = no clear call, values can overlap the other calls; tested in BHK-21 cells;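 also: 0% = median of neutral control wells and 100% = median of positive control wells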
# ERp5 inh: blocks human ERp5 reductase activity on insulin | Q15084 | ERp5 insulin aggregation, absorbance 650 nm, 90 min | AID 651711 | inhibition, % at 9.99 µM | 0.05% of 350,000 active;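 active = mean replicate inhibition above about 25%, with every replicate also reaching it, limit read from the data, passing the limit was not always enough; inconclusive = only one of those two criteria met; inactive = neither criterion met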
# Target sequence (Q15084 whole entry, looked up): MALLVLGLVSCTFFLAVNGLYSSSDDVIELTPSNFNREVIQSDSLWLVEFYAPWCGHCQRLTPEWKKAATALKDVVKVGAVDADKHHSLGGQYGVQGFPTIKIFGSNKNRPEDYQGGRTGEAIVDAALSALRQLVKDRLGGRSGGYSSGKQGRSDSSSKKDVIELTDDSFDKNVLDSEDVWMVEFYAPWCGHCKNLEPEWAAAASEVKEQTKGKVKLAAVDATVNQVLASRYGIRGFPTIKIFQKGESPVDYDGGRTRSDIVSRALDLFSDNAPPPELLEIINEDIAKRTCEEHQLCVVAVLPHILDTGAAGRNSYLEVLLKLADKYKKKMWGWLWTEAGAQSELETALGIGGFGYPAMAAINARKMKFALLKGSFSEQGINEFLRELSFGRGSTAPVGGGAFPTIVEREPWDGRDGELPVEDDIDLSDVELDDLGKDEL
# E-sel inducer: induces E-selectin expression in human endothelial cells. P16581. HUVEC E-selectin immunofluorescence imaging; normalized: neutral wells 0, TNF-alpha wells 100. activation, % at 7.58 µM. 0.37% of 260,000 active;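 active = mean E-selectin-positive cell signal at least 10% of the positive control, reached in at least 60% of replicates, without over 20% cell loss; inconclusive = no rule given, readout overlaps actives, possibly toxicity-flagged; inactive = the rest, including those meeting only one limit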;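 also: in these data hits start at about 27%; measured in HUVEC primary endothelial cells; signal is the percent of cells scored E-selectin positive by PE staining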
#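 System: HUVEC / Compound: single concentration / Signal: immunofluorescence imaging / Read-out: percent E-selectin-positive cells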
# S100A4 MyoIIA: blocks human S100A4 binding to myosin IIA peptide; S100A4/TAMRA-MyoIIA peptide fluorescence polarization; AID 652163; inhibition, % at 10.7 µM; 0.14% of 360,000 active; P26447;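 active = mean inhibition of at least 70% across replicates, with every replicate also reaching that level; inconclusive = mean inhibition reaches 70% but some replicates fall short; inactive = mean inhibition below 70%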
# Target sequence (P26447 whole entry, looked up): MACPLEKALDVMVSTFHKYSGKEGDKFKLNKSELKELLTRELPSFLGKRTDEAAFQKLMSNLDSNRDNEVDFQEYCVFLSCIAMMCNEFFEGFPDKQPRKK
#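 Assay system: human S100A4 monomer with TAMRA-labelled myosin IIA peptide / Buffer or medium: Calcium-containing HEPES buffer, pH 7.2 / Reagent: TAMRA-labelled myosin IIA heavy-chain peptide probe, 5 nM / Compound: one dose per compound / Timing: polarization read 5 min after assay mix addition, stable 5–60 min / Benchmarks: neutral control DMSO, positive control TFP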
# PglD DTNB: inhibitors of Campylobacter jejuni PglD acetyltransferase; purified PglD enzyme, DTNB colorimetric CoA detection; 0.098% of 360,000 active; AID 602405; inhibition, % at 12.5 µM; in the data active = inhibition above about 16%, passing the limit was not always enough; inconclusive = no clear call, values can overlap the other calls; also: strong numbers were not always called active
# SIRT5 inh: blocks human SIRT5 desuccinylation of peptide; inhibition, % at 15 µM; 1.1% of 330,000 active; Purified SirT5, succinyl-peptide AMC, trypsin-coupled fluorescence; in the data active = inhibition above about 15%; inconclusive = no clear call, values can overlap the other calls
# Target sequence (Q9NXA8 whole entry, looked up): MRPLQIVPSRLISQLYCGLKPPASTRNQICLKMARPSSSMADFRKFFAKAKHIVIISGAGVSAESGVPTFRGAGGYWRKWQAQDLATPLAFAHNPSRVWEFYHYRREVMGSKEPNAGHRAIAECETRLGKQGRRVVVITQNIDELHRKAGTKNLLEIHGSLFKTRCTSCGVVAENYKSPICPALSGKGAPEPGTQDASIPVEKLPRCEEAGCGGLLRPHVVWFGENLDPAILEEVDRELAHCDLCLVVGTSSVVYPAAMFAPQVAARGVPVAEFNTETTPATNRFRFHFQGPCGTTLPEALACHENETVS
# The depositor's hits bear a star; ? = inconclusive; . = no result given; & = joins results of further samples.
SMILES,C2C12 statin,DENV2 CPE,ERp5 inh,E-sel inducer,S100A4 MyoIIA,PglD DTNB,SIRT5 inh
CN(C)C(=O)c1ccc(-c2ccc(C3[C@@H]4CN(C(=O)Nc5ccccc5)C[C@H]3N4)cc2)cc1 (stereo partly drawn),.,7,-2,-0.1,11,.,-2
O=C(COc1ccc(Cl)cc1Cl)NN1C(=O)C2C3C=CC([C@@H]2C1=O)C31CC1 (stereo partly drawn),-3,-1,0,-1.7,0,.,-1
Cc1ccsc1C(=O)OCC(=O)NCc1ccco1,1,16,0,-0.4,3,-1,0
Fc1ccc(-n2cc(-c3ccccc3)c3c(NN4CCOCC4)ncnc32)cc1,.,-4,-7,.,1,.,-3
CN1C(=O)c2cc(NS(C)(=O)=O)ccc2OC[C@@H]2O[C@H](CC(=O)NCc3ccccc3)CC[C@@H]21,2,-9,4,0.0,-7,6,2
CC(C)NC(=O)CCc1nnc(Cc2cccc(C(F)(F)F)c2)o1,-3,-2,1,2.2,-6,3,1
O=C(Cc1ccccn1)N[C@@H]1CC[C@H](CCNC(=O)c2cc(Cl)cc(Cl)c2)O[C@H]1CO,8,2,-11,-0.2,-32,-1,-4
C[C@@H]1CN([C@H](C)CO)C(=O)c2cc(NC(=O)Nc3ccc(C(F)(F)F)cc3)ccc2O[C@@H](C)CCCCO[C@H]1CN(C)S(=O)(=O)c1cccs1,-49,-2,7,1.3,-3,-1,-3
O=C(CN1C(=O)C2CC=CCC2C1=O)Nc1ccc(S(=O)(=O)Nc2nccs2)cc1 (stereo not drawn),.,-2,6,3.2,-4,.,-1
COc1ccccc1C(CNC(=O)c1cc(S(=O)(=O)N2CCOCC2)ccc1C)N1CCCC1 (stereo not drawn),-4,-5,1,0.6,-4,1,4
O=C(COc1ccc(Cl)cc1)Nc1ccccc1C(=O)NCc1ccco1,21,-4,-6,.,-2,1,0
COc1cc(NC(=O)Cn2ncc(Cl)c(Cl)c2=O)c(C)cc1[N+](=O)[O-],.,-2,-7,0.1,-6,.,2
COC(=O)C1=C(C)N(Cc2ccccc2C(F)(F)F)C(=NCc2ccccc2)NC1c1cccc(C(F)(F)F)c1 (stereo not drawn),.,-3,3,-0.5,1,.,-1
COCCn1c(SCC(=O)Nc2cccnc2Cl)nc2ccccc21,9,0,-7,-0.3,-4,2,3
O=C(O)C1CCC(Cn2c(SCc3cc(=O)n4cc(Br)ccc4n3)nc3ccsc3c2=O)CC1 (stereo not drawn),.,9,5,-0.1,4,.,17*
O=C(Nc1ccccc1O)c1cccc(S(=O)(=O)N2CCOCC2)c1,-6,4,0,.,-1,7,0
Nc1ccccc1C(=O)/C=C/c1ccc2c(c1)OCO2,9,-19,1,.,-17,3,.
CC(C)(C)[C@H]1C=C(C(=O)N2CCCC2)O[C@@H](OCc2ccc(CO)cc2)C1,.,18,1,.,2,.,1
Cc1cc(C(=O)Cn2nc(C(=O)O)c3ccccc3c2=O)c(C)n1CCc1ccc(Cl)cc1,.,0,-1,.,2,.,-7
COc1ccc(CCC(=O)Nc2ccc3c(c2)OCO3)cc1,13,3,0,.,-18,-1,-1
CC1CCN(C(=O)CC2C(=O)Nc3c2c(=O)n(C)c(=O)n3Cc2ccccc2)CC1 (stereo not drawn),26,12,-3,.,-4,1,-3
COc1ccccc1NC(=O)Nc1ccccc1C#N,6,-1,1,.,-5,1,-4
CCC1CCCCN1C(=O)COc1ccc2c3c(c(=O)oc2c1)CCC3 (stereo not drawn),-6,1,2,-1.3,1,0,-14
CCC(CC)C(=O)N(C)c1c(C)nc2c(OCc3ccc(Cl)cc3)cccn12,-38,-1,-1,3.3,-6,9,0
COc1ccc(NC(=O)Nc2ccc3c(c2)C(=O)N([C@@H](C)CO)C[C@@H](C)[C@H](CN(C)C(=O)CCCN(C)C)OCCCC[C@@H](C)O3)cc1,.,4,15,0.1,8,1,-13
# Going on with the list:
SMILES,C2C12 statin,DENV2 CPE,ERp5 inh,E-sel inducer,S100A4 MyoIIA,PglD DTNB,SIRT5 inh
Cc1ccc(OCc2nc3ccccc3n2C(C(=O)NC(C)(C)C)c2ccncc2)cc1 (stereo not drawn),.,3,0,-0.1,-4,.,.
COc1ccccc1-c1ccc([C@@H]2[C@H](CO)N(C(=O)C3CC3)C23CN(C(C)=O)C3)cc1,.,-4,7,0.0,10,.,1
Cc1ccc(C(=O)OCC(=O)c2c(N)n(C)c(=O)n(C)c2=O)cc1S(=O)(=O)N1CCOCC1,2,-2,3,-0.6,1,1,-2
CSCCC(NC(=O)COc1ccccc1)C(=O)OCCOc1ccc(C)cc1 (stereo not drawn),-19,27*,-15,-0.5,-1,-3,1
O=C1CCC(/C=C/c2ccccc2)=NN1Cc1ccc(F)cc1,.,17,-3,.,11,.,-2
N#CCOC(=O)c1cc(S(=O)(=O)N2CCCCC2)ccc1N1CCOCC1,3,-6,-1,.,4,4,1
Cc1ccc(NC(=S)NC(=O)Cc2ccccc2)c(O)c1,0,-6,3,0.7,-1,-5,-1
CNC[C@H]1Oc2ccc(NC(=O)Nc3ccc(OC)cc3)cc2CC(=O)N([C@H](C)CO)C[C@@H]1C,18,-7,-2,.,10,-2,3
O=C(CCS(=O)(=O)c1ccccc1)Nc1nncs1,-12,0,2,-0.1,0,-1,-1
O=C(C[C@@H]1CC[C@H](NC(=O)CCN2CCCCC2)[C@H](CO)O1)NCc1ccc(Cl)c(Cl)c1,-8,?,-6,-0.2,-22,0,-2
O=C(Cn1c(=O)oc2cc(S(=O)(=O)N3CCCCCC3)ccc21)NC1CCCCC1,16,-11,-9,-1.7,1,-1,-2
C#Cc1ccc(CN2CCCC(C(=O)Nc3ccccc3Oc3cccnc3)C2)cc1 (stereo not drawn),91*,-5,-1,.,-2,3,-13
O=C(CSc1nccn1Cc1ccc(F)cc1)NC1CCCC1,-16,11,-2,-1.0,55,-4,4
O=C(Nc1ccc(Cl)cc1Cl)c1cc2ccccc2o1,-63,10,2,.,-1,1,-1
CO[C@H]1CN(C)C(=O)c2cc(NC(C)=O)ccc2OC[C@@H](C)N(Cc2ccc(F)cc2)C[C@H]1C,-2,5,6,-0.1,1,1,1
CCOC(=O)C1=C(N)OC2=C(C(=O)CCC2)C1c1sccc1C (stereo not drawn),.,1,0,.,0,.,-4
CCOc1ccc2nc(N/C(N)=N/C(=S)Nc3ccc(OC)cc3)nc(C)c2c1,-8,.,2,4.9,-9,0,-2
Cc1ccc(S(=O)(=O)N[C@H]2CC[C@H](CCNC(=O)c3ccccc3F)O[C@H]2CO)cc1,13,20,8,-0.6,-53,5,-2
O=C(Nc1cccc2ncccc12)c1ccccc1[N+](=O)[O-],-1,-6,-4,.,-4,5,-2
CC12CC(O)C3c4ccc(O)cc4CCC3C1CCC2=O (stereo not drawn),8,.,7,0.6,15,5,-2
C[C@H](CO)N1C[C@H](C)[C@H](CN(C)S(=O)(=O)c2ccc(Cl)cc2)Oc2ccc(NS(=O)(=O)c3cccs3)cc2C1=O,38,-3,2,0.7,-7,0,2
COc1ccc(OCCC(=O)OCC(=O)Nc2ccc(S(=O)(=O)N3CCOCC3)cc2)cc1,.,3,2,.,2,.,-2
COc1ccccc1CNC(=O)c1cc2ccccc2o1,-5,-3,1,.,-2,7,-5
CC(NC(=O)COC(=O)c1cc([N+](=O)[O-])ccc1N1CCOCC1)c1ccc(F)cc1 (stereo not drawn),.,?,3,.,22,.,2
CN(Cc1ccccc1)C(=O)[C@@H]1CCCN1C(=O)OC(C)(C)C,.,11,-1,1.2,-4,.,-1

# 2 compounds from above, reduced to ERp5 inh.
mol | ERp5 inh
Fc1ccc(-n2cc(-c3ccccc3)c3c(NN4CCOCC4)ncnc32)cc1 | -7
CC(NC(=O)COC(=O)c1cc([N+](=O)[O-])ccc1N1CCOCC1)c1ccc(F)cc1 (stereo not drawn) | 3

# The list continues:
SMILES,C2C12 statin,DENV2 CPE,ERp5 inh,E-sel inducer,S100A4 MyoIIA,PglD DTNB,SIRT5 inh
Cn1c(COc2ccccc2)nnc1SCC(=O)NCc1ccccc1,.,5,1,.,-2,.,0
Clc1ccc(-c2nnc(-c3ccccc3)c(-c3ccccc3)n2)cc1,8,-2,0,0.1,-4,2,2
Cc1cc(C)c2c(N)c(C(=O)c3ccccc3Cl)sc2n1,-14,2,0,-0.1,-1,-46,0
O=C(N[C@H](Cc1ccccc1)C(=O)NCCN1CCOCC1)[C@H]1O[C@@H](n2ccc(=O)[nH]c2=O)[C@H](O)[C@@H]1O,.,-6,5,0.0,-25,.,2
CS(=O)(=O)c1cccc(-c2nnc(NC(=O)C3=COCCO3)o2)c1,.,19,1,.,0,.,3
Cc1cccc(NC(=O)CSCC(=O)Nc2sccc2C#N)c1,23,-7,0,.,0,1,-7
OC[C@@H]1[C@@H](c2ccc(-c3ccccc3F)cc2)[C@H]2CN(Cc3cccnc3)CCCCN12,.,1,0,0.4,-8,5,-1
COC(=O)[C@]1(Cc2ccccc2)N[C@H](CN(C)C(=O)c2ccc(C)cc2)[C@@H]2C(=O)N(Cc3ccccc3)C(=O)[C@@H]21,-1,?,1,0.2,-8,0,.
O=C1[C@@H]2Cc3c([nH]c4ccccc34)C(c3ccccc3)N2C(=O)CN1C1CCN(Cc2ccccc2)CC1 (stereo partly drawn),-3,-1,1,.,0,1,1
CCOc1ccc(-n2c(SCc3cc(=O)oc4cc(C)ccc34)nnc2-c2cccnc2)cc1,.,-11,-6,.,-7,-1,-1
C[C@@H]1CC=C[C@H]2[C@H]1C(=O)N(Cc1ccccc1)[C@H]2c1ccc(F)c(/C=C/c2ccccc2)c1,5,?,2,-0.2,-2,8,.
CCn1ccnc1CN(C)C(=O)c1ccc(OC2CCN(CCc3ccccc3)CC2)cc1,-9,-1,0,.,1,-2,2
COc1ccc(S(=O)(=O)N(C)C[C@H]2OCCCC[C@@H](C)Oc3ccc(NC(=O)NC4CCCCC4)cc3C(=O)N([C@@H](C)CO)C[C@@H]2C)cc1,.,-2,-1,.,-6,0,2
Cc1cccc(NS(=O)(=O)c2cc(Cl)ccc2Cl)n1,-4,0,0,.,-2,-4,-9
COc1ccccc1C#Cc1cnc2c(c1)C(=O)N([C@H](C)CO)C[C@@H](C)[C@@H](CN(C)C(=O)CC1CC1)O2,.,-3,1,0.1,?,.,-5
CCOc1ccc(C(=O)N2CCN(Cc3ccccc3)CC2)cc1OCC,-3,-7,4,0.0,-3,5,-4
Cc1cnc([N+](=O)[O-])n1CCOC(=O)NC(=O)c1ccc(F)cc1,.,-6,1,1.4,-3,.,1
Oc1ccc(CNc2ccccc2F)c2cccnc12,1&-85,2,4,0.8,-3,2&-2,3
C(=C\c1ccccc1)/CN1CCN(C(c2cccc3ccccc23)c2nnnn2C2CCCC2)CC1 (stereo not drawn),7,3,5,0.1,-4,4,-1
COc1cc(CNc2ncnc3c2[nH]c2ccc(C)cc23)cc(OC)c1,-10,-12,3,0.1,-3,-8,-3
O=C(NCCCn1ccnc1)c1sc2cc([N+](=O)[O-])ccc2c1Cl,-20,?,-1,0.1,1,.,0

# Full records from above:
# Record of Cc1cccc(NC(=O)CSCC(=O)Nc2sccc2C#N)c1 → C2C12 statin = 23; DENV2 CPE = -7; ERp5 inh = 0; E-sel inducer = .; S100A4 MyoIIA = 0; PglD DTNB = 1; SIRT5 inh = -7
# Record of COC(=O)[C@]1(Cc2ccccc2)N[C@H](CN(C)C(=O)c2ccc(C)cc2)[C@@H]2C(=O)N(Cc3ccccc3)C(=O)[C@@H]21 → C2C12 statin = -1; DENV2 CPE = ?; ERp5 inh = 1; E-sel inducer = 0.2; S100A4 MyoIIA = -8; PglD DTNB = 0; SIRT5 inh = .

# Screens: PubChem, Broad Institute

# This is a subset. The share of hits here may be higher or lower than overall.
